Assay outcomes: PubChem, The Scripps Research Institute Molecular Screening Center
GPR151 activ: activates the human receptor GPR151; Q8TDV0; PathHunter beta-arrestin GPR151 cells, luminescence; activation, % at 11.2 µM; 1% of 650,000 active; in the data active = activation above about 4.9%;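 also: 0% = median of compound wells and 100% = cells with positive control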
Target sequence (Q8TDV0 whole entry, looked up): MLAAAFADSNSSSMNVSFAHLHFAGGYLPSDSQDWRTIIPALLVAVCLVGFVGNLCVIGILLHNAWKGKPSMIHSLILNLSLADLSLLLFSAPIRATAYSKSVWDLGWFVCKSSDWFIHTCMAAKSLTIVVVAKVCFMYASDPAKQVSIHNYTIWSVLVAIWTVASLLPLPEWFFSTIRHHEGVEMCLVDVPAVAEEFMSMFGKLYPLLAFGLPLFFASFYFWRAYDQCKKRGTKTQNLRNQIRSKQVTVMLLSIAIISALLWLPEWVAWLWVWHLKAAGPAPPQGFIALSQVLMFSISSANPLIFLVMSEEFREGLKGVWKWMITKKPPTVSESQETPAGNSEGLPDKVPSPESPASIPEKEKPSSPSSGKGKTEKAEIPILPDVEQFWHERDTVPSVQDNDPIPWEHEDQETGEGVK
MITF primary: inhibitors of human MITF. O75030. AlphaScreen MITF homodimerization, bead proximity signal. inhibition, % at 2.6 µM. 0.91% of 650,000 active. AID 1259374; in the data active = inhibition above about 50%;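 also: 0% = vehicle wells with protein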
Target sequence (O75030 whole entry, looked up): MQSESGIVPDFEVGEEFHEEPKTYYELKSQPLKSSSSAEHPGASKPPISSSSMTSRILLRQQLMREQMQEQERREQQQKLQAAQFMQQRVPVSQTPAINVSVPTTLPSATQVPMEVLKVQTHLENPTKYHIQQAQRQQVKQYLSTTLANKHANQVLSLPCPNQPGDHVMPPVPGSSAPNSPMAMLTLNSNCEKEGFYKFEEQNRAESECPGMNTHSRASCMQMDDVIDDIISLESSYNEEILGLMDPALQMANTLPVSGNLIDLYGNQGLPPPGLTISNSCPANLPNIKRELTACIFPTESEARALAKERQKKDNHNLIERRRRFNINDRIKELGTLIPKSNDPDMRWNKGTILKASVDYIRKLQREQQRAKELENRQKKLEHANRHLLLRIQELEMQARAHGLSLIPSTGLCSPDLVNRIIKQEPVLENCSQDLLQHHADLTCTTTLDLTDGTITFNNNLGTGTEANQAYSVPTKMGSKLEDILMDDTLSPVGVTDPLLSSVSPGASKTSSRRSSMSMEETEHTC
FBW7 activator: activators of human E3 ligase FBW7. AlphaScreen FBW7–phospho-cyclin E peptide binding, activator screen. normalized activity (activation), % at 26.1 µM. 0.13% of 650,000 active; in the data active = normalized activity above about 1.9%;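 also: purified mutant Fbw7 with reduced substrate affinity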
TEAD-YAP inh: TEAD-YAP interaction inhibition. HEK-TIYL cells, TEAD-Gal4/YAP UAS-luciferase luminescence. 1.4% of 640,000 active. inhibition, % at 9.12 µM; in the data active = inhibition above about 32%;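 also: 0% = median of test compound wells and 100% = reference inhibitor wells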
The depositor's hits bear a star.

SMILES	GPR151 activ	MITF primary	FBW7 activator	TEAD-YAP inh
COc1nn(C)cc1C(=O)Nc1nn(C)c2c1C(C)CC(=O)N2 (stereo not drawn)	2.2	0	0.0	-7
CC(C)CC(NC(=O)C(CO)NC(=O)C1CCC(=O)N1)C(N)=O (stereo not drawn)	0.2	-18	-0.6	-2
O=C(Nc1ccccc1Cl)N(CCCO)Cc1cc2cc3c(cc2[nH]c1=O)OCCO3	0.9	-4	-0.1	-2
COC(=O)CNC(=O)Cc1ccccc1[N+](=O)[O-]	-0.4	-7	0.0	-3
CCOC(=O)C(=O)C1=C(N2CCOCC2)/C(=C\c2ccc(F)cc2)CC1	-0.2	-3	0.0	-1
COc1cc2c(cc1OC)C(COc1cccc(C(F)(F)F)c1)N(C(=O)CC(C)C)CC2 (stereo not drawn)	0.3	16	0.2	4
CCOc1ccccc1NC(=O)COc1ccc(I)cc1	4.1	12	0.1	9
NC(=O)C1(N2CCCCC2)CCN(C(=O)Nc2ccc(Cl)cc2)CC1	0.3	18	0.3	4
O=S(=O)(NCc1ccncc1)c1ccc(S(=O)(=O)NC2CC2)cc1	0.9	3	-0.1	29
CCOC(=O)CS(=O)(=O)c1ccc(C(=O)N2CCC3(CC2)OCCO3)cc1[N+](=O)[O-]	0.2	-1	0.0	-24
CC(C)C(=O)NC(NC(=O)C(C)C)c1cc(Br)ccc1F	2.3	9	0.1	8
CCOC(=O)c1cnc2cc(Cl)c(OC)cc2c1Nc1cnc2ccccc2c1	0.1	1	0.0	-5
CC(=O)c1cccc(NC(=O)CSCCc2ccccn2)c1	-1.8	9	0.5	-8
O=[N+]([O-])c1ccccc1CN1CCN(c2ccccn2)CC1	-0.1	54*	0.1	8
Cc1cc(C2C(C#N)=C(N)N(c3ccccc3)C3=C2C(=O)CC(C)(C)C3)c(C)s1 (stereo not drawn)	-0.4	12	0.0	-10
CCN(CCO)C(=O)c1cnn(-c2ncc3c(n2)-c2ccccc2CCC3)c1COC	0.0	13	0.1	-2
O=C1CC(c2ccccc2)=NN1c1cccc(Cl)c1	-1.2	-7	-0.3	0
COc1ccc(-n2cc(-c3ccc(C)cc3)nc2SCC(=O)N2CCCc3ccccc32)cc1	1.8	6	-0.2	8
CCCCN(C)C(=O)C1c2ccccc2C(=O)N2CCc3cc(OC)c(OC)cc3C12 (stereo not drawn)	-0.3	-4	0.1	1
CCC(C)NC(=O)c1cnc2sc3ccccc3n2c1=O (stereo not drawn)	1.2	11	0.0	-2
CC1CC(C)CN(C(=O)CSc2nnc(Cc3ccccc3)o2)C1 (stereo not drawn)	0.5	2	0.1	12
CCOC(=O)c1cnc2cc(Cl)c(OC)cc2c1Nc1cc(Cl)ccc1OC	0.5	9	0.0	-2
O=C(CSc1ncnc2c1nnn2Cc1ccc(F)cc1)Nc1ccc2c(c1)OCO2	0.0	3	1.1	5
COCCNC(=O)Cn1c(C)cc2ccccc2c1=O	0.5	0	0.0	3
CCOc1ccc(S(=O)(=O)NCC2(c3cccs3)CCOCC2)cc1F	0.7	-9	-0.2	10
SMILES	GPR151 activ	MITF primary	FBW7 activator	TEAD-YAP inh
COC(=O)c1cc2occc2n1Cc1cccc([N+](=O)[O-])c1	-0.2	-3	0.3	-34
Clc1ccc(CN2CCN(/N=C/c3c(Cl)nc4ccccn34)CC2)cc1	2.4	11	-0.2	35*
COC(=O)CC/C(=N/Nc1ccc(Cl)c(Cl)c1)C(=O)OC	0.3	8	0.1	3
CC(=O)Nc1ccc(Nc2ccc(S(C)(=O)=O)cc2[N+](=O)[O-])cc1	-0.6	1	-0.1	6
COCCN1CCCc2ccc(NC(=O)CN3C(=O)c4ccccc4C3=O)cc21	0.3	6	-0.1	1
Cc1cc(OCC(=O)Nc2ccc(I)cc2C)ccc1Cl	-2.2	2	-0.1	-7
Cc1c(Cl)cccc1NC(=O)CCS(=O)(=O)c1ccc2c(c1)n(C)c(=O)c(=O)n2C	0.7	13	0.8	-3
CCC(C)NC(=O)c1cccc(I)c1 (stereo not drawn)	0.5	7	0.1	-3
C1=Cn2c(nc3ccccc32)C1	0.0	4	0.2	-7
COc1cccc(C(=O)Nc2ccc(O)c(C(=O)O)c2)c1	-6.1	16	0.0	12
Cc1ccc(OCC(=O)N/N=C\C(Br)=C\c2ccccc2)cc1	0.4	2	0.0	9
CCc1cc2c(=O)c(-c3nc4ccccc4n3C)c(C(C)(C)C)oc2cc1OC(=O)C(C)(C)C	-0.7	3	0.1	-4
Cc1ccc(NC(=O)CSc2ncnc3sc(C)c(C)c23)cc1C	-0.7	9	0.3	5
COc1ccc(C2C(C(=O)c3ccco3)=C(O)C(=O)N2c2cc(C)on2)cc1 (stereo not drawn)	1.7	-5	0.0	-2
CCOc1ccccc1C(=O)OCc1ccc([N+](=O)[O-])cc1	-1.6	8	-0.1	4
COc1ccc(CC(O)CN2CCOCC2)cc1 (stereo not drawn)	0.4	12	0.0	-10
COC(=O)Cn1c(=O)c2c(nc3n(C)c(C)cn23)n(C)c1=O	0.7	-8	0.0	15
C/C(=N\N=C1\NC(=O)CS1)c1ccc2c3c(cccc13)CC2	-0.2	6	-1.4	-12
O=C(CNc1cccc2ccccc12)N/N=C/c1ccccc1Cl	0.8	4	-0.1	5
C/C(CC(=O)Nc1cccc(F)c1)=N\NC(=O)c1cccc(O)c1	-0.2	5	0.4	-2
CCN(CC)C(=O)c1sc(NC(=O)c2ccccc2OC)c(C#N)c1C	-0.4	9	-0.1	-52
COc1cccc2c1N(C(=O)CN1C(=O)c3ccccc3C1=O)C(C)(C)c1ssc(=S)c1-2	-1.2	12	0.5	-5
CC(C)(C)NC(=O)NC(=O)C[n+]1cccc(O)c1	1.3	4	0.2	6
CCOCCOC(=O)C1=C(C)NC2=C(C(=O)CCC2)C1c1cccc(Cl)c1Cl (stereo not drawn)	1.0	-10	0.7	12
COc1cc(C(=O)O)cc(Br)c1OCC(=O)O	-1.3	-4	-0.1	0
SMILES	GPR151 activ	MITF primary	FBW7 activator	TEAD-YAP inh
CC(C)(C)c1ccc(S(=O)(=O)NC(Cc2c[nH]c3ccccc23)C(=O)O)cc1 (stereo not drawn)	1.4	-13	-0.1	5
CN1C(=O)c2ccccc2CC1(C)C	0.2	10	0.3	-1
CC(/C=N/n1c(C)nnc1C)=C\c1ccccc1	-1.4	0	0.0	-7
NC(=O)c1ccc(-c2nc(C(=O)NCCO)cs2)cc1	-2.0	1	0.0	4
Cc1nc2ccccc2c2oc(C(=O)NCc3ccccn3)cc12	0.4	1	-0.1	11
CCOc1ccc(Cl)cc1/C=N/NC(N)=O	-0.2	-7	-0.1	0
c1ccc2[nH]c(CNc3nc(Nc4ccncc4)nc4c3ncn4C3CCCCC3)nc2c1	0.5	15	0.2	64*
O=C(O)COc1ccc(Cl)cc1[N+](=O)[O-]	-0.2	0	0.0	-8
N#Cc1ccc(OCC(=O)NC2CCCC2)cc1	-0.4	-6	0.0	-6
CCOc1ccc(-c2nnc3ccc(SCC(=O)Nc4cccc(OC)c4)nn23)cc1	-0.1	2	0.1	-6
Cc1ccc(OC(=O)CN2C(=O)c3ccccc3C2=O)cc1C	-0.5	-4	-0.1	-2
O=[N+]([O-])c1c(Nc2cc(C(F)(F)F)ccc2N2CCCCC2)ccc2nonc12	-0.4	17	0.7	4
Cc1cc(NC(=O)c2nn3cccnc3c2Cl)no1	-2.3	16	0.4	-34
O=C(NCc1ccco1)/C(=C\c1ccco1)NC(=O)c1ccc(Br)o1	0.2	14	-0.1	-4
CCOc1ccc(C(=O)NCc2ccc3c(c2)cc(C)n3C)cc1OCC	0.4	6	-0.1	2
CCOC(=O)C1CCC(CN(Cc2ccc(Cl)cc2)S(=O)(=O)c2c(C)cc(C)cc2C)CC1 (stereo not drawn)	1.6	10	-0.2	1
COc1ccc(NC(=O)COC(=O)C2CCC(C(C)(C)C)CC2)c([N+](=O)[O-])c1 (stereo not drawn)	-1.4	19	0.3	4
COc1ccc(CCC(=O)Nc2cc3c4c(c2)CCN4C(=O)CC3)cc1	-0.4	-10	0.1	1
CC(=O)NS(=O)(=O)c1ccc(NC(=O)c2ccc(C(C)(C)C)cc2)cc1	1.1	4	0.0	3
CCCNC(=O)Cc1c(C)nc2c(-c3ccc(F)cc3)c(C)nn2c1C	-1.2	7	1.0	3
Cc1cccc(OCC(=O)n2cnc3ccccc32)c1C	0.2	-16	0.1	4
O=C(Cc1ccc(N2CCC(NCCc3cn[nH]c3)CC2)cc1)NCCc1cccc(F)c1	1.1	3	0.1	5
CSc1ccc(Cl)c(C(=O)OCC(=O)N2CCc3ccccc32)c1	0.8	15	0.2	4
CCOC(=O)N1CCN(C(=O)c2c[nH]c3ccc(S(=O)(=O)N4CCN(c5ccc(F)cc5)CC4)cc3c2=O)CC1	0.2	-2	-0.1	12
COCCNc1cc(C)nc2c(-c3ccc(OC)cc3)c(C)nn12	0.2	5	0.2	7
SMILES	GPR151 activ	MITF primary	FBW7 activator	TEAD-YAP inh
CCOC(=O)c1c(NC(=O)C(C)Sc2nnc(CNC(=O)c3ccc(Cl)cc3Cl)n2C)sc2c1CCC2 (stereo not drawn)	0.2	-6	0.0	1
CCOC(=O)Cn1cnc2c(oc3ccccc32)c1=O	-0.2	-3	0.1	-18
COc1ccc(-c2cc(C)nc(SCc3cccnc3)c2C#N)cc1	0.0	9	0.0	-10
COCC(=O)Oc1c(Sc2ccccc2[N+](=O)[O-])c(C)nn1-c1ccccc1	1.3	14	0.1	6
CCCCOc1ccc(C2Nc3ccccc3C(=O)N2c2ccc(F)cc2)cc1 (stereo not drawn)	-1.1	-12	-0.1	-23
Cc1ccc(-n2c3c(c(=O)[nH]c2=O)C(NC(=O)c2ccncc2)(C(F)(F)F)C(=O)N3)cc1 (stereo not drawn)	-1.0	-16	0.0	-16
O=C(CCC(=O)Nc1ccccc1)N/N=C/c1ccc(Br)cc1	1.7	-7	-0.1	-8
Cc1cc(C)c(C2=NON3N(C(=O)c4ccc(Br)cc4)c4ccccc4N23)c(C)c1	-0.8	-9	-0.1	1
CCCn1c(=O)c(C(=O)NNC(=O)c2ccccc2)c(O)c2ccccc21	-0.1	-13	-0.6	3
Cn1nnnc1SCC(=O)NC(=O)NC1CCCCC1	0.0	4	0.0	-3
CN(C)c1ccc(N2CN=C3SCC(=O)N3C2)cc1	1.8	17	-0.1	28
O=C(Cn1ncc2ccccc21)N1CCN(C(=O)c2ccco2)CC1	0.4	2	-0.1	-4
CCOC(=O)c1c(N)sc2c(OCc3ccccc3)c(Br)ccc12	0.3	9	0.0	-1
C=CCn1c(SCC(=O)Nc2ccc(OCC)cc2)nnc1-c1ccccc1O	-0.6	-6	-0.1	14
CC(=O)Nc1ccc(Nc2nc(-c3cccc(N)c3)nc3c2ncn3-c2ccsc2)cc1	3.0	-2	0.0	43*
O=C(COc1ccc(F)cc1)N/N=C/c1cccc2ccccc12	0.8	-23	-0.1	2
S=C(Nc1ccccc1)c1c(-c2ccccc2)c2c3n(c(COc4ccccc4)nn13)CCCC2	0.9	10	0.2	14
O=S(=O)(Nc1ccccc1O)c1ccc(Cl)nc1	1.0	12	-0.1	7
Cc1cccc(N(CC(=O)NCc2ccccn2)S(C)(=O)=O)c1C	1.0	-9	0.0	4
COc1ccc(C2=NC(C(C)C)NC(c3ccccc3O)C2)cc1OC (stereo not drawn)	0.3	-9	0.0	-38
Cc1ccc(C2=N/C(=C\c3ccc(C(C)C)cc3)C(=O)O2)cc1	1.0	3	0.1	3
Cc1ccc(N2CCN(C(=O)Cc3ccccc3)CC2)nn1	1.7	-2	-0.2	4
Cc1cc(C)c(S(=O)(=O)N(CC(=O)NCCO)C2CCCCC2)c(C)c1	-1.4	-5	0.0	-4
CC(=O)N1CCCc2cc(S(=O)(=O)CCC(=O)O)ccc21	0.1	-14	0.5	-12
O=C(Cn1nnc(-c2ccccc2F)n1)Nc1ccc(OC(F)(F)F)cc1	0.4	-2	0.0	-9
O=C1c2oc3ccc(F)cc3c(=O)c2C(c2cccs2)N1CCN1CCOCC1 (stereo not drawn)	-1.7	-10	-0.8	-44
COC(=O)c1ccccc1NC(=O)N1CCCCCC1	-1.1	-13	-0.1	5
Nc1ncc(C2(c3ccccc3)CCCC2)s1	0.2	2	-0.2	16

Four entries from above, field by field:
Compound: COc1ccc(-c2cc(C)nc(SCc3cccnc3)c2C#N)cc1
  GPR151 activ = 0.0
  MITF primary = 9
  FBW7 activator = 0.0
  TEAD-YAP inh = -10
Compound: COCC(=O)Oc1c(Sc2ccccc2[N+](=O)[O-])c(C)nn1-c1ccccc1
  GPR151 activ = 1.3
  MITF primary = 14
  FBW7 activator = 0.1
  TEAD-YAP inh = 6
Compound: CCCCOc1ccc(C2Nc3ccccc3C(=O)N2c2ccc(F)cc2)cc1 (stereo not drawn)
  GPR151 activ = -1.1
  MITF primary = -12
  FBW7 activator = -0.1
  TEAD-YAP inh = -23
Compound: Cc1ccc(-n2c3c(c(=O)[nH]c2=O)C(NC(=O)c2ccncc2)(C(F)(F)F)C(=O)N3)cc1 (stereo not drawn)
  GPR151 activ = -1.0
  MITF primary = -16
  FBW7 activator = 0.0
  TEAD-YAP inh = -16

Record cards (already shown). Order of values: GPR151 activ | MITF primary | FBW7 activator | TEAD-YAP inh
COC(=O)c1ccccc1NC(=O)N1CCCCCC1 reads -1.1 | -13 | -0.1 | 5
Cn1nnnc1SCC(=O)NC(=O)NC1CCCCC1 reads 0.0 | 4 | 0.0 | -3
